PG9 binder = PG9 antibody binding by small molecule | TR-FRET gp120-PG9 antibody binding | inhibition, % at 6.7 µM | 360,000 tested, 0.43% active; in the data active = inhibition above about 8.5%
NR1D1 modulator = modulates human Rev-erb alpha binding to DNA. AID 1259318. Rev-erbα–FITC-DNA binding, fluorescence polarization, 90 min. activity, % at 10 µM. 370,000 tested, 0.79% active. P20393;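 active = activity above about 14%, limit read from the data; passing the limit was not always enough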;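 also: 0% = DMSO wells with 35 nM protein and 100% = DMSO wells with 750 nM protein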
Target sequence (P20393 whole entry, looked up): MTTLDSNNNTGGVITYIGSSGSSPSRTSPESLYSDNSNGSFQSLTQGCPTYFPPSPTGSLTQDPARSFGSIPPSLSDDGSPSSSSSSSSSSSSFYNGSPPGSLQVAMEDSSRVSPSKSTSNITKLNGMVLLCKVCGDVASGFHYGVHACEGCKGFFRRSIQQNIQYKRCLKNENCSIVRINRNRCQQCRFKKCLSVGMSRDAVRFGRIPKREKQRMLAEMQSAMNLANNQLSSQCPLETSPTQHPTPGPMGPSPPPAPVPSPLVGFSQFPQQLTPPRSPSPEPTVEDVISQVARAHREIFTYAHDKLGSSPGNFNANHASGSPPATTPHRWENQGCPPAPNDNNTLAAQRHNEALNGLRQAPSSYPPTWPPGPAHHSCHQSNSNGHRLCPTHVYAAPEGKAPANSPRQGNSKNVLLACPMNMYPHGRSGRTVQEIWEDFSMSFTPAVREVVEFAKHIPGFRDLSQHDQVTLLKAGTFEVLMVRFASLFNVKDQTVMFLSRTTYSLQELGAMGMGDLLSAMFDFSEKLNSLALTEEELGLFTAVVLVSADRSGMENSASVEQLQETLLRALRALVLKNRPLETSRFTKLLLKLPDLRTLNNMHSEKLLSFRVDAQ
SIAE primary = inhibitors of human sialic acid acetylesterase SIAE. inhibition, % at 9.66 µM. SIAE FP-Rh probe binding, fluorescence polarization. 370,000 tested, 0.69% active. AID 1053197. Q9HAT2;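 active = inhibition above a cutoff: mean of compounds within the control limits plus 3 SD of those, cut at about 17% in these data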;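 also: 0% = plate median of compound wells and 100% = probe without SIAE protein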
ABHD4 inh = inhibitors of mouse ABHD4 | Q8VD66 | purified mABHD4, FP-Rh probe fluorescence polarization | inhibition, % at 8.92 µM | 370,000 tested, 0.54% active | AID 720543;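 active = inhibition exceeding the mean over every tested compound plus 3 SD, cut at about 30% in these data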;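 also: 0% = plate median of compound wells and 100% = S159A mutant with DMSO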
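Assay system: mABHD4 protein; medium: HEPES pH 7.0, NaCl, Pluronic buffer; dosing: 8.92 µM, single dose; schedule: 45 min + 60 min at 25 °C; signal: FP readout, ex 525 nm / em 598 nm; read-out: normalized percent inhibition of probe labeling; repeats: single replicate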
rCAG RNA binder = r(CAG) repeat RNA binding; TO-PRO-1 dye displacement fluorescence; inhibition, % at 3 µM; 370,000 tested, 1.3% active;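 active = inhibition above the plate cutoff, the mean of all test compounds on that plate plus 3 SD, cut at about 35% in these data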;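 also: 0% = DMSO alone and 100% = 100 µM mitoxantrone as full dye displacement; higher means more dye released from RNA so lower well fluorescence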
HTRA1 inh = HTRA1 (human) protease inhibition; inhibition, % at 5.96 µM; 340,000 tested, 0.5% active; recombinant HTRA1, FP-rhodamine activity-based probe, fluorescence polarization; in the data active = inhibition above about 36%;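 also: 0% = enzyme with DMSO and 100% = wells lacking enzyme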
LEDGF integ inh = blocks HIV-1 LEDGF/p75-dependent DNA integration | TR-FRET IN-LEDGF/p75 DNA integration, Eu/Cy5 | inhibition, % at 3.7 µM | 370,000 tested, 0.64% active;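 active = inhibition above the screen-wide mean plus 3 SD, cut at about 13% in these data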;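 also: signal is the Cy5 over europium emission ratio at 671 and 618 nm; 0% = plate median of compound wells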
TDP2 inh = TDP2 (human) inhibition, absorbance primary screen | recombinant TDP2, T5PNP hydrolysis, p-nitrophenol absorbance 415 nm | inhibition, % at 12.8 µM | 370,000 tested, 0.34% active | AID 720702;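 active = inhibition above the mean of all tested compounds plus 3 SD, set per campaign, cut at about 25% in these data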;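 also: 0% = DMSO with enzyme and 100% = buffer with substrate but no TDP2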
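Assay system: recombinant human TDP2 / Reagent: T5PNP substrate at 5 mM, a TopII-DNA adduct mimic / Measured by: epi absorbance from released p-nitrophenol / Evaluation: % inhibition relative to enzyme-containing and enzyme-free wells / Control set: enzyme-free and DMSO wells / Replicates: each compound tested once, singlicate / Schedule: enzyme reaction with compound for 2 h at 37 °C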
TCR-CD3 inh = blocks the human TCR-CD3 interaction | TAMRA-labeled TCR probe fluorescence, biochemical | inhibition, % at 9.4 µM | 360,000 tested, 0.37% active; in the data active = inhibition above about 19%;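 also: recombinant mutant TCR 2C K166C tagged with TAMRA read by polarization; 0% = receptor in buffer alone and 100% = receptor with positive control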
PRMT1 inh = PRMT1 (human) inhibition, primary screen; 370,000 tested, 1.3% active; inhibition, % at 2.79 µM; AID 652257; Q99873; recombinant PRMT1, activity-based probe fluorescence polarization;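 active = inhibition above about 21% made by adding two undisclosed values, limit read from the data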
Target sequence (Q99873 whole entry, looked up): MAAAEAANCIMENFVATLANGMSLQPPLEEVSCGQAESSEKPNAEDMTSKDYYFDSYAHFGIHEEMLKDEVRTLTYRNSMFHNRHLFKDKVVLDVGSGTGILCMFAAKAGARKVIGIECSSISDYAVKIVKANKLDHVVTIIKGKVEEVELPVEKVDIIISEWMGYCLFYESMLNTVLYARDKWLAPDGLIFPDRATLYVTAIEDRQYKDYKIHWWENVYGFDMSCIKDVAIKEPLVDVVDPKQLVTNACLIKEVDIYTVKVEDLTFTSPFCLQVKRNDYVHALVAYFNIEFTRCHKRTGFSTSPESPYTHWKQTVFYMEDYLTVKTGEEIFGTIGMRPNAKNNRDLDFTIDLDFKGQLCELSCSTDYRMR
Numbers without * were called inactive; . = not tested or not shown; & = joins results of further samples. The list is partial, so the mix of outcomes need not match the whole.

# | Structure | PG9 binder | NR1D1 modulator | SIAE primary | ABHD4 inh | rCAG RNA binder | HTRA1 inh | LEDGF integ inh | TDP2 inh | TCR-CD3 inh | PRMT1 inh
1 | CCOC(=O)c1ccc(-n2c(CCC(=O)O)ccc2-c2ccc(F)cc2)cc1 | 1.3 | 0.5 | 1.1 | 5.4 | 24.0 | -19.2 | 2.8 | 4.9 | 6.3 | 10.8
2 | CCCc1nc2ccc(Br)cn2c1Cc1ccccc1OC | -0.3 | -1.6 | 4.6 | 11.4 | 7.9 | . | 1.0 | -1.1 | -3.0 | 8.1
3 | Nc1nnc(SCC(=O)NNC(=O)c2ccc(F)cc2)s1 | 1.1 | 0.9 | 11.4 | 2.2 | 6.9 | 2.0 | -3.4 | -5.9 | -4.7 | 5.2
4 | CC12CCC(C(=O)N(c3ccccn3)c3ccccn3)(OC1=O)C2(C)C (stereo not given) | -1.5 | -1.6 | -0.6 | 3.2 | -5.2 | 0.6 | 1.9 | 2.3 | 0.4 | -3.6
5 | COc1ccc2cc(C3CC=C(CO)CN3S(=O)(=O)c3ccccc3[N+](=O)[O-])n(C(=O)OC(C)(C)C)c2c1 (stereo not given) | -0.8 | -6.0 | -7.3 | -15.7 | 9.2 | . | 3.5 | 10.5 | 6.1 | -0.9
6 | O=C(O)c1ccc2c(c1)[C@@H]1C=CC[C@@H]1[C@H](c1ccccn1)N2 | -1.0 | -2.8 | 17.3* | 70.3* | 81.9* | 46.5* | 94.8* | 25.8* | 24.8* | 70.2*
7 | O=C(Nc1cccc2ccccc12)c1ccccc1 | -0.3 | 7.5 | -8.1 | -12.3 | 1.9 | -1.8 | 4.2 | -13.8 | 3.0 | -7.6
8 | Nc1ccc(NC(=O)NC2CCCCC2)cc1[N+](=O)[O-] | -8.2 | 1.2 | -0.8 | 7.3 | -0.1 | 12.7 | -4.6 | -0.1 | 2.5 | 1.1
9 | Cc1ccc2cc(CCNC(=O)CC(C)(C)C)c(=O)[nH]c2c1C | 0.9 | -3.6 | -0.4 | -0.9 | 1.3 | 6.1 | -2.6 | -0.4 | 0.8 | 0.0
10 | Cc1ccccc1OCC(=O)NCC(=O)N/N=C/c1ccc(Br)o1 | 0.0 | -18.4 | -10.7 | 4.0 | -1.7 | -1.6 | -1.2 | -8.6 | 3.7 | -3.4
11 | CN(Cc1cccc(-n2cccn2)c1)C(=O)CCc1nnc(C2CCCCC2)o1 | -2.6 | 0.2 | 2.8 | 0.5 | -8.9 | -3.6 | 4.3 | -17.0 | 6.3 | -6.3
12 | Cc1cc(C(=O)CSc2nnc(-c3ccc(OC(F)F)cc3)o2)c(C)n1Cc1cccs1 | -0.7 | 0.8 | 7.3 | 4.9 | 9.4 | -0.8 | -1.4 | 13.8 | 1.8 | -0.5
13 | Cc1ccc(C(=O)n2nc(-c3ccccc3)nc2NCc2ccco2)cc1 | -1.9 | -0.5 | -7.7 | 2.8 | 0.2 | -5.4 | 3.1 | 9.6 | -3.3 | 5.1
14 | C[C@H](NC(=O)OCc1ccccc1)P(=O)(O)O | . | -3.7 | 4.1 | 6.9 | 0.1 | . | 0.6 | 12.4 | . | -2.1
15 | CCOC(=O)c1c(NC(=O)COC(=O)c2cccc([N+](=O)[O-])c2)sc(C(=O)N(C)C)c1C | -0.3 | -4.5 | 1.0 | -0.4 | 1.9 | -15.5 | 1.1 | -10.4 | 6.6 | -2.6
16 | CCOc1ccccc1N(CC(=O)NC(C)(C)C)C(=O)Cn1nnc(-c2ccc(C)o2)n1 | -0.8 | -1.2 | -0.4 | -3.9 | -7.0 | 0.0 | -2.7 | -2.7 | -1.9 | 3.0
17 | CCOC(=O)c1c(N)sc2c1CCCC2 | -0.9 | -4.4 | 1.9 | 3.8 | 5.2 | -1.1 | 1.9 | -2.6 | 4.0 | 6.4
18 | Cc1cccc(C(=O)NCCCNC(=O)c2ccco2)c1 | -2.8 | 4.9 | -10.3 | -5.5 | 2.6 | 4.2 | 0.7 | -21.9 | 1.1 | -4.2
19 | O=S(=O)(c1ccc(F)c(F)c1)N1CCC2(CC1)OCCO2 | -0.3 | 0.0 | -1.5 | 0.8 | 1.0 | 0.2 | 0.6 | -7.7 | 0.3 | -0.3
20 | O=C(c1cnn2c(C(F)F)cc(-c3ccccc3)nc12)N1CCN(Cc2ccc3c(c2)OCO3)CC1 | -2.0 | -0.7 | -2.4 | 8.0 | -3.8 | -28.1 | -2.1 | 3.6 | 2.8 | 0.7
21 | CSc1nc(C)c(Cc2c(F)cccc2Cl)c(=O)[nH]1 | -2.2 | -1.6 | -1.0 | -3.1 | -0.6 | 2.2 | -5.3 | 2.1 | -7.5 | 1.3
22 | O=C(CCc1c[nH]c2ccccc12)OCc1cccc([N+](=O)[O-])c1 | -0.6 | 3.8 | 2.4 | -15.5 | 1.9 | -1.6 | 4.7 | 2.2 | -4.1 | 2.9
23 | CCN(C(=O)CSc1nc(N)cc(=O)[nH]1)C1CCS(=O)(=O)C1 (stereo not given) | 0.3 | -0.1 | 2.0 | -0.1 | 0.8 | 2.9 | -5.5 | -2.0 | -2.1 | 6.3
24 | CC1=C(C)C(OCCBr)N(c2cc(O)c(Cl)cc2F)C1=O (stereo not given) | -0.2 | -1.1 | 2.2 | -5.8 | 3.1 | -8.3 | 0.0 | -5.8 | 0.7 | -3.4
25 | CC(C)(C)OC(=O)NCCCCCc1nnc(SCc2ccccc2F)o1 | -1.0 | 3.5 | -7.1 | 2.8 | -6.9 | -4.5 | -3.4 | -10.1 | 7.0 | 0.4

Marked active in HTRA1 inh, among the entries above:
| no. | mol | PG9 binder | NR1D1 modulator | SIAE primary | HTRA1 inh | LEDGF integ inh | TDP2 inh | TCR-CD3 inh | PRMT1 inh |
| --- | --- | --- | --- | --- | --- | --- | --- | --- | --- |
| 6 | O=C(O)c1ccc2c(c1)[C@@H]1C=CC[C@@H]1[C@H](c1ccccn1)N2 | -1.0 | -2.8 | 17.3* | 46.5* | 94.8* | 25.8* | 24.8* | 70.2* |

Next section.
# | Structure | PG9 binder | NR1D1 modulator | SIAE primary | ABHD4 inh | rCAG RNA binder | HTRA1 inh | LEDGF integ inh | TDP2 inh | TCR-CD3 inh | PRMT1 inh
26 | COc1ccc(CC(=O)Nc2ccc(S(=O)(=O)Nc3cc(C)on3)cc2)cc1OC | -0.9 | 6.7&0.4 | -7.4&-3.2 | -0.2&3.5 | 4.9&3.6 | -7.8 | 1.1&-3.1 | -2.8&0.2 | 0.7 | -2.7&-0.5
27 | O=C(COc1ccc2ccccc2c1Br)NNC(=O)Nc1ccccc1 | 36.7* | 281.1* | -10.8 | -3.4 | 13.2 | -5.0 | 4.7 | 7.3 | 5.7 | -2.3
28 | COC(=O)c1ccc(-n2cncn2)c([N+](=O)[O-])c1 | -3.2 | 3.0 | 6.8 | 8.7 | 0.7 | 4.8 | 0.7 | 2.4 | -2.8 | -2.1
29 | COc1ccc(C(=O)OCC(=O)NC(=O)NC2CCCC2)c(OC)c1 | 0.8 | -6.3 | -3.9 | -1.7 | -7.1 | 30.5 | 1.5 | 0.6 | 4.3 | -1.8
30 | CC(Oc1ccccc1)C(=O)Nc1ccc(C(N)=O)cc1 (stereo not given) | -1.0 | -5.2 | 1.0 | -1.0 | 2.4 | 3.5 | -2.2 | 9.1 | 6.1 | -3.4
31 | CCN(CC(=O)Nc1c(F)cccc1F)C(=O)CC1CCCC1 | -1.1 | -7.2 | -2.9 | -1.8 | -12.0 | 1.9 | -1.7 | 8.6 | 0.7 | -3.1
32 | CCC(C)c1ccc(O)c(N)c1 (stereo not given) | -5.5 | 6.3 | 6.2 | 10.7 | 7.4 | 13.6 | -2.8 | 0.5 | -1.2 | 1.2
33 | COc1ccc(N2CC(C(=O)OCC(=O)Nc3cccc(C)c3C)CC2=O)cc1 (stereo not given) | 0.5 | 3.6 | 1.1 | -2.5 | 2.4 | -3.3 | 3.8 | 5.2 | 4.6 | -1.0
34 | COc1ccc(Nc2nc(-c3cccnc3)nc3ccccc23)cn1 | -0.6 | 8.1 | -11.0 | 17.9 | -31.5 | -15.7 | -0.2 | -1.5 | 1.1 | 25.2*
35 | COC(=O)N/N=C/c1ccc(OCCSc2ccc(Cl)cc2)c(OC)c1 | -1.0 | 6.6 | -14.1 | -42.7 | -0.6 | -18.9 | -2.8 | 1.8 | -4.7 | -1.3
36 | COc1ccc(CNC(=O)/C=C/[C@H]2O[C@@H](n3cc(C)c(=O)[nH]c3=O)C[C@@H]2O)cc1 | 0.3 | 4.7 | -0.2 | 0.9 | 0.0 | . | 0.6 | 8.2 | -4.5 | 1.8
37 | CCN(CC)Cc1c(O)ccc2c(C)c(CC(=O)OC)c(=O)oc12 | 2.5 | -5.8 | 5.5 | 2.2 | 1.3 | 1.0 | -1.4 | -8.7 | 8.0 | -2.4
38 | S=c1[nH]nc(CSCc2ccccc2Cl)n1-c1ccccc1 | -1.5 | 0.4 | 7.5 | 1.3 | 3.2 | -3.6 | -4.9 | -6.3 | -9.6 | 11.0
39 | COc1ccccc1-c1cnc(C(O)c2ccc(C)cc2)[nH]1 (stereo not given) | -0.7 | 1.9 | 2.2 | -2.4 | -0.6 | . | -2.9 | 11.9 | -0.6 | -2.0
40 | CCSc1nc(CC)c2c(c1C#N)CCCC2 | -1.9 | 12.0 | 2.7 | -2.5 | 0.7 | -2.6 | 1.2 | -12.1 | 9.0 | 0.1
41 | Clc1ccccc1Nc1nc2ccccc2o1 | 2.1 | -7.5 | -3.5 | 9.5 | 0.9 | -9.6 | -2.4 | 1.7 | -5.8 | 6.9
42 | COc1ccccc1CNC(=O)COC(=O)c1ccc2c(=O)n3c(nc2c1)CCCCC3 | 0.0 | -0.5 | 10.5 | 2.0 | 0.1 | -2.5 | 0.8 | 3.3 | 6.3 | -4.4
43 | Cc1ccc(C(C)C)c(OCC(=O)Nc2ccccc2N2CCN(C)CC2)c1 | -0.8 | 0.6 | 6.4 | -0.8 | -10.4 | -19.4 | -1.2 | -2.9 | 7.4 | -3.1
44 | Cc1ccc(S(=O)(=O)N2[C@@H](c3ccc(Cl)cc3)C(C(=O)O)=C[C@H]2C(C)(C)C)cc1 | 0.8 | -5.2 | 3.0 | 0.6 | 48.2* | -11.1 | 3.6 | 5.1 | 6.1 | -1.1
45 | COc1ccc(S(=O)(=O)N2CCCCCC2)cc1NC(=O)Cc1ccccc1F | 0.6 | -4.8 | -1.4 | -4.0 | -0.2 | -24.7 | -0.2 | -20.6 | 4.3 | -0.5
46 | CCOC(=O)CCn1cnc2ccc([N+](=O)[O-])cc2c1=O | -0.1 | 6.3 | -5.7 | 0.1 | 1.8 | 3.8 | 4.0 | -5.6 | 9.8 | -0.1
47 | CC(NC(=O)CNC(=O)C(Cc1ccccc1)NC(=O)OCc1ccccc1)C(N)=O (stereo not given) | -0.8 | -2.1 | -3.1 | -5.3 | -0.1 | -1.4 | 7.9 | -12.3 | -7.0 | -2.7
48 | O=C(NC1CCCCC1)C12CC3CC(C1)CC(n1cncn1)(C3)C2 | -1.5 | -2.9 | 3.8 | 0.3 | -3.7 | -1.3 | 1.4 | 6.6 | 8.1 | 0.2
49 | Cc1ccc(CNC(=O)CN2C(=O)CSc3ccc(S(=O)(=O)N4CCC(C)CC4)cc32)cc1 | -4.1 | 0.3 | 11.5 | -7.3 | 0.3 | -22.8 | -1.7 | -12.0 | -1.8 | -1.0
